TDP1 cell CPT – qHTS for Inhibitors of human tyrosyl-DNA phosphodiesterase 1 (TDP1): qHTS in cells in presence of CPT; actives 12% (n = 420,000); Potency, µM (doses to about 46.2 µM), without a hit: top-dose activity change, negative = growth inhibition, actives largely listed as inhibitors; chicken DT40 Tdp1-/-;hTDP1 cells + 20 nM CPT, ATP luminescence, 48 h; AID 686979, 2013; also: nearly all actives have a fitted effect of over 55% in size
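Chicken DT40 Tdp1-/- cells complemented with human TDP1, 400 cells/well, exposed to compounds plus 20 nM camptothecin for at least 48 h at 37 C; viability read as ATP content by CellTiter-Glo luminescence.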
FEN1 inhibitor – qHTS Assay for the Inhibitors of Human Flap endonuclease 1 (FEN1). P39748. actives 0.35% (n = 390,000). Recombinant FEN1 flap cleavage, fluorescence, 15 min. Potency, µM (titrated, usually from 114 µM), for the others: at the highest dose activity change, negative = inhibition, hits mostly inhibitors; also: nearly all actives have a fitted effect of over 65% in size
Target sequence (P39748 whole entry, looked up): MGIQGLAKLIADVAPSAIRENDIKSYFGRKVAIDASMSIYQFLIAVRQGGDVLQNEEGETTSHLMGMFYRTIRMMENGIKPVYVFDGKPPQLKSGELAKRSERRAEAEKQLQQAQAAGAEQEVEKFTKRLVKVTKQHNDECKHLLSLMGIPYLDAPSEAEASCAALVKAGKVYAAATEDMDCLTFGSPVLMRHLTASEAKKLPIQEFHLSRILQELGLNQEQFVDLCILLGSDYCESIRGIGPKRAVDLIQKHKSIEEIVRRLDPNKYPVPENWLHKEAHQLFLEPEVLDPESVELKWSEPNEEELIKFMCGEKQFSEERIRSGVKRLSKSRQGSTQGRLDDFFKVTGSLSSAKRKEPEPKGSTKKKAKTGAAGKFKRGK
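Compounds are tested as a concentration series against 10 nM FEN1; after a 15 min room-temperature preincubation, 50 nM substrate starts cleavage, with plate reads at 0 and 15 min. Normalized responses are fitted by a Hill equation.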
N370S GC mod – qHTS Assay for Inhibitors and Activators of N370S glucocerebrosidase as a Potential Chaperone Treatment of Gaucher Disease | actives 0.092% (n = 330,000) | N370S GC spleen homogenate, 4MU-glucoside fluorescence | Potency, µM (highest dose often 59.4 µM), for inactives: at the top dose activity change, negative = inhibition, hits mostly inhibitors | AID 2101, 2009 | Lysosomal acid glucosylceramidase (Homo sapiens), P04062;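 also: 0% = full enzyme activity and -100% = no enzyme basal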
Active calls of the source: *; ? = inconclusive; . = no result given; & = joins results of further samples; [ ] = dose if it differs, or a comment. Calls follow the shape of the dose curve; as a rule, active = well fitted curve in the direction sought with a large enough effect; inconclusive = small, poorly fitted or top-dose-only effect, or another doubt; inactive = no such curve, though single readings can be large; an effect the other way counts as inactive or inconclusive. Unless noted, % is scaled to controls: 0 for no effect and ±100 for the full control effect; potency is read from the fitted curve at half-maximal effect.

mol	TDP1 cell CPT	FEN1 inhibitor	N370S GC mod
O=C(NCc1ccco1)c1ccc(COc2ccccc2[N+](=O)[O-])o1	-13%	9%	-4%
Cc1ncc(NS(=O)(=O)c2ccc(N)cc2)nc1C	0%	9%	.
Cc1cccc(NC2(C(F)(F)F)N=C3SCCN3C2=O)n1 (stereo unspecified)	-5%	-6%	-9%
CC(=O)Nc1ccc(-c2csc(NC(=O)Nc3ccccc3)n2)cc1	3.7µM*	1%	-8%
CCCN(CC(=O)Nc1ccccc1C)C(=O)c1cc(=O)[nH]c2ccccc12	16%	-3%	-25%
COCCNC(=O)c1ccc(Cn2c(SCC(=O)NC(C)C)nc3ccccc3c2=O)cc1	?	-8%	.
CCCNC(=O)C1CC(c2ccccc2[N+](=O)[O-])=NO1 (stereo unspecified)	-1%	-8%	.
O=C(COc1ccc2ccccc2c1)NNC(=O)Cc1ccccc1	-17%	-9%	-15%
CCOc1ccc(NC(=O)c2c(NC(=O)Cc3ccccc3)sc3c2CCCC3)cc1	?	2%	.
CC1(C)Cc2c(sc(/N=C/N3CCCC3)c2C#N)C(C)(C)N1	-6%	6%	-12%
Cc1ccc(-n2nc(C)c(/C=N/n3c(C)n[nH]c3=S)c2Cl)cc1	?	0%	12%
CC(C)(C)NC(=O)c1ccc2c(c1)N(CC(=O)N1CCCC1)C(=O)C(C)(C)O2	-7%	17%	-6%
CCC(C)NS(=O)(=O)c1ccc(OCC(=O)NCc2ccccn2)cc1 (stereo unspecified)	?	57%[activator]	1%
COc1ccc(NC(=O)C2CCCN(c3nc(C)cc(C)n3)C2)cc1 (stereo unspecified)	-23%	-2%	12%
CN(C1CCS(=O)(=O)C1)S(=O)(=O)c1ccccc1[N+](=O)[O-] (stereo unspecified)	-14%	-11%	-7%
CCCCCCn1c(N2CCN(c3ccccc3)CC2)nc2c1c(=O)[nH]c(=O)n2C	23µM*	-7%	3%
COc1ccc(CNS(=O)(=O)c2cc(-c3cc(C)no3)ccc2C(C)C)cc1	0.92µM*	-6%	-2%
Cc1ccc(-c2c(C(=O)N3CCN(c4ccc(F)cc4)CC3)oc(=O)c3ccccc23)cc1	?	5%	.
Cc1cccc(N2CCN(C(=O)C3CCN(c4ncnc5c4nc4n5CCCCC4)CC3)CC2)c1C	18µM*	-26%&-16%	?
COc1ccc(CSc2nnc(C)n2N)cc1	-7%	4%	1%
CCOc1ccc(/C=N/NC(=O)CSc2ccccn2)cc1O	-8%	2%	11%
CC(NC(=O)CCCc1c[nH]c2ccccc12)c1ccc(F)cc1 (stereo unspecified)	16%	-9%	-13%
Fc1ccc(N/N=C/c2ccc(N3CCOCC3)cc2)c(F)c1	12%	10%	-4%
Cc1ccccc1CNc1ncnc2cc(Cl)ccc12	-6%	-5%	0%
CCS(=O)(=O)N1CCC(C(=O)Nc2cccc(C(C)=O)c2)CC1	-14%	3%	6%
COC(=O)C1C(C(C)C)N(c2ccccc2)OC1(C)O (stereo unspecified)	?	-5%	2%
C/[N+]([O-])=C\C1C(=O)CCCC1=O	-16%	0%	16%
CC1=C(C)CC(C(=O)NNC(=O)c2ccccc2O)C(C(=O)O)C1 (stereo unspecified)	18µM*	-1%	0%
CCOc1ccc(CCNC(=O)CN2C(=O)COc3ccc(S(=O)(=O)N4CCOCC4)cc32)cc1	-23%	-5%	2%
C[C@H](NC(=O)c1ccc(Cl)cc1)C(=O)NCCc1ccc(S(N)(=O)=O)cc1	22%	2%	3%
CCOc1ccc(NC(=S)NC(C)c2cccs2)cc1 (stereo unspecified)	-27%	-14%	5%
CN(c1ccccc1)S(=O)(=O)c1cccc(C(=O)OCC(=O)NCc2ccco2)c1	?	4%	-6%
Cc1cc(C)n(C(=O)c2c([N+](=O)[O-])cnn2C)n1	-15%	-6%	-4%
CCn1c(SCC(=O)N2CCc3ccccc3C2)nc2c1c(=O)n(C)c(=O)n2C	23µM*	1%	-1%
CC1(C)Cc2c(cnn2-c2ccc(F)cc2)C(NC(=O)CN2CCCCC2=O)C1 (stereo unspecified)	-15%	4%	4%
O=C(NCC1COc2ccccc2O1)c1ccc(-n2cncn2)c([N+](=O)[O-])c1 (stereo unspecified)	-25%	-9%	-2%
CCOc1ccccc1C(=O)Nc1cc2c(cc1C)n(C)c(=O)c(=O)n2C	?	-1%	.
CCN(c1ccccc1)S(=O)(=O)c1ccc(Oc2ccccc2)c(N)c1	?	?	.
Cc1ccc(N2C(=O)c3ccccc3C2=O)cc1C	13%	-2%	6%
CCN(CC)S(=O)(=O)c1ccc(C2CNC(=O)C2)cc1 (stereo unspecified)	-4%	3%	-1%
Cc1cccn2c(=O)c3cc(C(=O)O)n(C)c3nc12	-7%	-6%	-2%
CCn1c(C)c(C)c2cc(C(=O)NCc3ccc(OC)cc3OC)ccc21	18µM*	14%	.
COc1ccc(CNC(=O)N[C@H](C(=O)O)C(C)C)cc1OC	1%	-6%	10%
Cc1ccc(C)n1-c1ccc(C(=O)Nc2ccccc2)cc1	?	-17%	3%
Cc1ccc(-c2noc(C3CCCN(C(=O)c4ccccc4Br)C3)n2)cc1 (stereo unspecified)	?	-15%	12%
Brc1ccc(-c2noc(C3CCCCC3)n2)cc1	-13%	-4%	6%
OC1(c2ccc(Cl)cc2)CN(c2ccccc2)C2=[N+]1CCS2 (stereo unspecified)	-30%	3%	-5%
CN(C)CCNC(=O)c1ccc(Cn2c(SCc3ccc(F)cc3)nc3cccnc32)cc1	?	4%	.
Cc1ccc(C2N(c3ccccc3)C(=S)N3CCCN23)cc1 (stereo unspecified)	-15%	-3%	-3%
COc1cc(-c2cc(C(=O)NCc3ccc(S(N)(=O)=O)cc3)c3ccccc3n2)cc(OC)c1OC	?	-4%	-20%
Cc1oc(C2CC2)cc1C(=O)O	-21%	1%	5%
CN1/C(=C\C(=O)c2ccccc2Cl)c2ccccc2CC1(C)C	-6%	3%	14%
COc1ccc(NC(=O)CSc2nnc(-c3ccccc3C)n2C)cc1	-16%	6%	-1%
COc1ccc(-n2nc(C(=O)NCC(=O)NCc3ccccc3OC)c3ccccc3c2=O)c(OC)c1	-5%	0%	17%
CN(C(=O)Cn1cc(S(=O)(=O)Cc2ccccc2Cl)c2ccccc21)c1ccccc1	21µM*	-6%	.
Cc1ccc(NC(=O)Cn2cc(S(=O)(=O)c3ccc(C)cc3)c(=O)c3cc4c(cc32)OCO4)cc1	1%	-17%	.
Cc1cc(NC(=O)CSc2nnnn2-c2ccccc2C)no1	?	-4%	-1%
COC(=O)c1ccc(/C=C/c2nc3ccccc3c(=O)[nH]2)cc1	4%	-11%	-5%
Cc1ccc(C)c(C(=O)NC(C)c2ccc(-n3ccnc3)cc2)c1 (stereo unspecified)	6%	12%	0%
Cc1ccc(C)c(S(=O)(=O)/N=C(/Nc2ccccc2)c2ccccc2)c1	?	0%	.

Two records picked at random from the list so far:
mol	TDP1 cell CPT	FEN1 inhibitor	N370S GC mod
CC1(C)Cc2c(sc(/N=C/N3CCCC3)c2C#N)C(C)(C)N1	-6%	6%	-12%
COCCNC(=O)c1ccc(Cn2c(SCC(=O)NC(C)C)nc3ccccc3c2=O)cc1	?	-8%	.

Following part.
mol	TDP1 cell CPT	FEN1 inhibitor	N370S GC mod
CC(C)Cn1c(SCC(=O)NC(=O)Nc2ccc3c(c2)OCCO3)nc2ccccc2c1=O	?	-14%	4%
C=CCn1c(SCC(=O)NC23CC4CC(CC(C4)C2)C3)nc2cc(C(=O)O)ccc2c1=O	0%	5%	19%
COc1ccc2cc(Br)ccc2c1CC(=O)N1CCCC1	-14%	-1%	2%
CC(C)(C)c1nnc(NC(=O)C2CCN(c3ncccn3)CC2)s1	-7%	-1%	3%
CCN1CCN(c2ccc(NC(=O)COc3ccc([N+](=O)[O-])cc3)cc2)CC1	?	0%	-7%
CC(=O)Nc1cc2c(nc1C)nc(C)n2Cc1ccc(Br)cc1	1%	-1%	3%
CC(=O)n1cc(N(C(=O)CCl)c2ccc(Cl)cc2)c2ccccc21	1.5µM*	0%	16µM*
CC(=O)Cc1nsc(Nc2ccc(F)cc2)n1	1%	-6%	-14%
CCc1nnc(SCC(=O)Nc2nccs2)n1CC	7%	19%	-1%
COCCNC(=O)c1ccc(NS(=O)(=O)c2ccc3[nH]c(=O)[nH]c3c2)cc1	3%	0%	-13%
Cc1nn(CCCC(=O)NCc2ccccc2Cl)c(=O)c2nccn12	0%	-2%	-6%
O=C(Cc1c(Cl)cccc1Cl)Nc1ccncc1Cl	?	-7%	-2%
COC(=O)[C@]1(Cc2ccccc2)N[C@H](CN(C)S(=O)(=O)c2ccc(OC)cc2)[C@@H]2C(=O)N(C)C(=O)[C@@H]21	?	11%	.
Brc1ccc(OCCOCCOc2cccc3cccnc23)cc1	?	0%	.
Cc1ccc(Nc2c(C(C)C)c(C)c(C#N)c3nc4ccccc4n23)cc1	18µM*	-2%	.
Cc1cc(C)n(CCCC(=O)O)n1	3%	0%	-22%
Cn1nnc(NC(=O)c2cccc([N+](=O)[O-])c2)n1	-3%	22%	8%
COc1ccc(NC(=S)N2CCN(CCN=CC3=C(O)CC(c4ccccc4)CC3=O)CC2)cc1 (stereo unspecified)	2%	-2%	-1%
Cc1ccc(N2C(=O)N3[C@H](c4cccc(C)c4)[C@@H]4C(=O)N(Cc5ccccc5)C(=O)[C@@H]4[C@]3(C)C2=O)cc1	3%	-3%	2%
Nc1ccc(C#Cc2c(-c3ccsc3)oc3ccc(N4CCOCC4)cc23)cc1	?	0%	.
O=C(NC1CCCCC1)c1cccc(N2C(=O)CCC2=O)c1	-1%	3%	?
CCCCN1CC[C@H]2C=CC[C@@H](C(=O)NCc3ccc(OC)cc3)[C@H]2C1=O	?	2%&-4%	.
Cc1cc(C(=O)NCc2ccco2)no1	-29%	-2%	3%
CC(=O)Nc1ccc(NC(=O)CN(c2ccc(C(C)C)cc2)S(=O)(=O)c2ccccc2)cc1	-7%	-4%	2%
COc1cccc(/C=N/NC(=O)c2ccc(-c3ccccc3)cc2)c1O	5.2µM*	-1%	-7%
COc1cccc(CNC(=O)Cc2ccc(NC(=O)N3CCCCc4ccccc43)cc2)c1OC	-10%	2%	.
Cc1ccc(OCC(=O)Nc2sc3c(c2C#N)CCC3)cc1	-2%	-10%	8%
COc1cccc(CC(=O)Nc2nccs2)c1	?	-5%	3%
O=c1cc(-c2ccccc2Cl)oc2c(NS(=O)(=O)c3ccccc3OC(F)(F)F)ccc(O)c12	21µM*	-34%	18%
CCOC(=O)C1CCCN(C(=O)Cn2nc(CC)n3c(cc4occc43)c2=O)C1 (stereo unspecified)	?	18%	.
CCCCC(CC)CNC(=O)CN1C(=O)NC2(CCc3ccccc32)C1=O (stereo unspecified)	?	-6%	-8%
COc1cc(C(=O)NCCNC(=O)c2cnccn2)cc(OC)c1OC	15%	-2%	2%
CC(C)c1ccc(N2C(=O)CC(Sc3nc4ccccc4o3)C2=O)cc1 (stereo unspecified)	4.6µM*	-9%	4%
CC(Oc1ccc2c3c(c(=O)oc2c1)CCC3)C(=O)NCCCn1ccnc1 (stereo unspecified)	-24%	-3%	3%
Cc1cc(NC(=O)Cc2cccs2)no1	-3%	56µM*	-4%
O=C1CCC(=O)N1CCOP1(=O)COc2ccccc2OC1	-1%	2%	3%[2.35 µM]
O=C(Nc1cccc([N+](=O)[O-])c1)c1ccn[nH]1	-1%	-9%	2%
COC(=O)Cn1cc(/C=N/NC(=O)COc2cccc3cccnc23)c2ccccc21	-3%	-16%	-21%

Shown with values under each structure: entries from further up
Below each SMILES: TDP1 cell CPT, FEN1 inhibitor, N370S GC mod
> COc1cccc(CC(=O)Nc2nccs2)c1
  ?, -5%, 3%
> O=c1cc(-c2ccccc2Cl)oc2c(NS(=O)(=O)c3ccccc3OC(F)(F)F)ccc(O)c12
  21µM*, -34%, 18%
> CCOC(=O)C1CCCN(C(=O)Cn2nc(CC)n3c(cc4occc43)c2=O)C1 (stereo unspecified)
  ?, 18%, .

Screens (PubChem)

These rows are one share of the data. The share of hits here may be higher or lower than overall.
